Cneo AK release = Cryptococcus neoformans cell lysis inducers, primary screen, AK release luminescence, single concentration; C. neoformans lysis, adenylate kinase release luminescence, 4 h; normalised: neutral wells 0, clomiphene wells 100; lysis activity, % at 15 µM; 360,000 compounds, 0.2% hits;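 active = mean lysis activity across replicates of at least 80%, whatever share of replicates individually reach that level; inactive = mean lysis activity below 80%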
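Test system: log-phase Cryptococcus neoformans yeast cells. Input: 5 × 10^6 yeast cells/mL. Medium: fresh YPD growth medium. Doses: single dose. Incubation: static 4 h at 37 °C with compound, 1 h detection. Measured by: luminescent adenylate kinase detection reagent. Read-out: signal increase indicating cell lysis. Benchmarks: Clomiphene.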
PAX8 reporter = inhibitors of PAX8-driven TPO luciferase reporter, primary screen, RMG-I cells, single concentration | SteadyGlo, 24 h | inhibition, % at 12.6 µM | 360,000 compounds, 1.2% hits | AID 652154, 2013;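 active = mean replicate inhibition at least 60% with every replicate also reaching 60%; inconclusive = only one of the two criteria is met; inactive = mean below 60% and not all replicates reaching 60%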;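 note: luciferase light reporting Pax8 driven TPO promoter activity; plate controls were median of neutral control wells for no effect and mitoxantrone controls for full effect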
miR-122 sensor = miR-122 Renilla sensor signal increase in Huh7, primary screen, miR-122 inhibitor project, cell-based, single point, plate reader; Huh7 miR-122 Renilla luciferase sensor, 48 h; neutral wells = 0, positive control = 100; activation (reporter increase), % at 12.5 µM; 340,000 compounds, 0.3% hits; AID 602342, 2012;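 active = mean replicate activation score at least 90 and every replicate individually at or above 90; inconclusive = only one of the two criteria met; inactive = neither criterion met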;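 note: higher luciferase means less miR-122 activity so hits act as miR-122 inhibitors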
Casp6 inh = human caspase-6 inhibitors, primary screen, biochemical, VEID-R110 fluorescence, single point, set 2; P55212; purified caspase-6, Z-VEID-R110 cleavage fluorescence; inhibition, % at 12.5 µM; 350,000 compounds, 0.53% hits;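 active = mean inhibition across replicates at least about 35%, with every replicate also reaching that limit, limit read from the data; inconclusive = only one of the two criteria met; inactive = neither criterion met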;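 note: 0% = median of neutral control wells and 100% = no fluorescence left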
Target sequence (P55212 24-179 limits assumed): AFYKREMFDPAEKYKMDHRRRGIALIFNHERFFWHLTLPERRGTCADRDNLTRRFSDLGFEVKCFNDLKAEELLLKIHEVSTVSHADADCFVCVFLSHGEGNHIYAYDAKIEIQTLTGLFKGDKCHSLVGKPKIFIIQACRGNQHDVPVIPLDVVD
Target sequence (P55212 194-293 limits assumed): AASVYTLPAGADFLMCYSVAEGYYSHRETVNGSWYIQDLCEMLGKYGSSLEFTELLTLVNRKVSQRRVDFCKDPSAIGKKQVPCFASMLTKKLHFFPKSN
FN deposit inh = inhibitors of fibronectin matrix deposition, primary screen, AH1F cells, Alexa488-fibronectin fluorescence, plate reader | inhibition, % at 12.6 µM | AH1F fibroblasts, overnight | 350,000 compounds, 0.086% hits;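 active = mean inhibition across replicates of 30% or more, regardless of how many single replicates reach that level; inconclusive = mean under 30% yet at least half of replicates reach 30%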;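 note: positive control wells lacked labelled fibronectin entirely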
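Assay system: AH1F fibroblast monolayer, labelled fibronectin deposition. Amount: 10000 cells per well. Also added: labelled fibronectin 24 nM. Compound: single-point pinned compound. Incubation: cell attachment 1 h, compound and FN exposure overnight. Detection: fluorescence after three HBSS washes, excitation 485 nm, emission 525 nm. Read-out: inhibition of fibronectin deposition signal.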
LGR2 inh = inhibitors of bursicon-induced LGR2 CRE-luciferase signal, primary screen, cell-based, HEK293, CRE-luciferase reporter, bursicon stimulation. inhibition, % at 9.99 µM. 380,000 compounds, 0.35% hits. AID 720647, 2013. bursicon-stimulated, 4 h;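 active = drop in luminescence signal, shown as inhibition above about 50% in the replicate tests, limit read from the data, passing the limit was not always enough; inconclusive = probably only some replicates passing the limit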;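 note: agonist challenge used bursicon conditioned medium at about half maximal strength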
PGC1a acetyl inh = inhibitors of PGC1a acetylation signal, primary screen, cell-based, U2OS, AlphaScreen, inhibitor mode | inhibition, % at 15.6 µM | AlphaScreen anti-acetyl-lysine; with virally co-expressed GCN5 acetyltransferase | AID 651687, 2012 | 350,000 compounds, 0.17% hits;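 active = every replicate shows inhibition of at least 40%; inconclusive = mean inhibition at least 40% but some replicate below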;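 note: 0% = neutral control wells and 100% = positive control wells; some results beyond the cut were filed as inactive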
EWS-Fli block = EWS/Fli-driven NR0B1 reporter inhibitors, primary screen, A673 cells, NR0B1 luciferase, luminescence, MLPCN library; viability-normalised; inhibition, % at 12.6 µM; 350,000 compounds, 0.67% hits;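 active = mean inhibition of at least 50% after viability correction, with every replicate also passing that limit; inconclusive = mean reaches 50% but only one of two replicates passes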;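 note: firefly luciferase signal divided by Alamar Blue viability fluorescence both relative to DMSO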
Starred values were filed as active, the others as inactive; u = inconclusive; x = not tested or not shown; [ ] = dose if it differs, or a comment.

SMILES	Cneo AK release	PAX8 reporter	miR-122 sensor	Casp6 inh	FN deposit inh	LGR2 inh	PGC1a acetyl inh	EWS-Fli block
CCCCCN(C(=O)CCC(=O)OCc1ccccc1C(F)(F)F)c1c(N)n(CCCC)c(=O)[nH]c1=O	1	6	-1	1	3	1	-12	8
Cc1cccc(NC(=O)c2nc[nH]c2C(=O)N(C)Cc2ccccc2)c1	-6	-45	-1	0	17	11	-2	-10
CC1CCCCC12NC(=O)N(CC(=O)Nc1ccc(N3CCOCC3)cc1)C2=O (configuration not stated)	x	46	x	1	0	0	x	-12
COc1ccc(/C=C/C(=O)N2CCNC(=O)C2)c(OC)c1	x	-53	x	-1	2	15	x	-31
Cc1c(C(=O)NCCSCc2ccccc2)cccc1[N+](=O)[O-]	-2	2	x	-3	0	15	21	7
C=CCNC(=S)NN(c1ccccc1)c1ccccc1	3	7	x	-3	-1	32	x	2
Cn1c(=O)n(Cc2ccccc2)c(=O)c2c1nc1n2CCN1Cc1ccco1	x	6	x	4	x	-2	-5	-3
CCS(=O)(=O)N1CCCCN2[C@@H](CO)[C@@H](c3ccc(-c4ccccc4F)cc3)[C@@H]2C1	0	1	-2[16.7 µM]	-4	x	8	-3	-3
O=C(Nc1nc(-c2ccccc2)nc2ccccc12)c1ccc(F)cc1	x	-13	-16	0	12	-2	2	-2
Cc1ccc(C(=O)N(Cc2nnc(-c3ccccc3Cl)o2)C2CC2)o1	-2	-63	2	-1	0	-16	-2	-16
CC(C)NC(=O)c1ccc(COc2cccc3ccccc23)o1	0	x	0	0	-1	0	2	-6
CN(C)CCNC(=O)C(=O)Nc1ccc2c(c1)N(S(=O)(=O)c1cccs1)CCC2	x	29	2	-8	-9	1	6	51
Cc1ccccc1Nc1n[nH]c(C)c1[N+](=O)[O-]	-2	3	2	3	-3	15	x	0
CCCOC1CCCN(C(=O)c2cc(COc3ccc(-n4cncn4)cc3)on2)C1 (configuration not stated)	x	-38	x	1	2	11	x	-34
Cn1cccc1Cc1nnc(SCC(=O)N2CCOCC2)n1CCc1ccccc1	2	-3	x	0	5	6	x	6
C/C=C/c1ccc2c(c1)O[C@@H](CN(C)C(=O)Nc1cc(F)ccc1F)[C@@H](C)CN([C@H](C)CO)S2(=O)=O	-1	x	-5[16.7 µM]	-1	x	-1	-4	4
C[C@H](CO)N1C[C@H](C)[C@H](CN(C)Cc2ccc(-c3ccccc3)cc2)Oc2c(NC(=O)c3cnccn3)cccc2C1=O	6	11	2[16.7 µM]	3	x	9	-2	6
Cc1ccc(S(=O)(=O)NN=Cc2ccco2)cc1	12	5	21	2	6	21	x	-5
CCOC(=O)N1CCC(C(N)=O)CC1	0	14	-1	x	12	x	-3	x
C[C@@H]1Cn2cnc(C(=O)N3CCN(C(=O)OC(C)(C)C)CC3)c2C(=O)N1	x	2	x	-3	-2	1	x	-1
Cc1ccccc1C(=O)O/N=C/c1c(N2CCOCC2)n(C)c2ccccc12	7	x	-3	x	8	x	7	x
COc1cc(NC(=O)C(=O)NCCN2CCNCC2)c(OC)cc1Cl	x	6	x	-3	6	-17	-3	7
O=C(Nc1ccccc1)c1cccc(=O)o1	x	-35	x	-4	-6	6	x	7
O=C(Nc1ccc(Br)c2cccnc12)c1ccc(Cn2cc([N+](=O)[O-])cn2)o1	-4	-6	5	1	-8	-20	-4	-19
Cc1ccc(S(=O)(=O)NCCC(=O)OCC(=O)N(Cc2ccccc2)C(C)(C)C)cc1C	1	10	x	-2	7	-6	x	-8
CN(C)CCCNC(=O)[C@@H]1[C@@H](CO)[C@@H]2Cn3c(ccc(-c4ccccc4)c3=O)[C@H]1N2C(=O)CC1CC1	-2	1	x	1	x	9	x	-4
CN(C)C=Nc1ncc2c3ccccc3n(Cc3ccccc3)c2c1C#N	0	x	3	x	x	-1	-13	x
CC1(C)CC(=O)c2sc(N)nc2C1	x	x	-21	1	-5	2	-5	x
COc1cc(/C=N/NC(=O)C2COc3ccccc3O2)cc(OC)c1OC (configuration not stated)	-1	-12	4	x	-6	11	x	x
COc1ccccc1C#Cc1ccc2c(c1)O[C@H](CN(C)Cc1ccccc1)[C@H](C)CN([C@H](C)CO)S2(=O)=O	8	x	12[16.7 µM]	0	x	17	4	6
O=C1C=C(N2CCCCC2)C2(CCCCC2)O1	x	-6	x	-2	7	0	x	2
CN(C)c1ccc2c(c1)[C@@H]1C[C@@H](CC(=O)N3CCOCC3)O[C@@H](CO)[C@@H]1O2	5	-12	1[16.7 µM]	55*	-6	-4	-5	-10
Cc1csc2ncc(C(=O)Nc3ccc(C(F)(F)F)cc3)c(=O)n12	-2	39	2	0	-20	-3	5	3
O=C(CN1CCc2ccccc21)Nc1ccc2c(c1)OCO2	1	4	-2	x	1	x	10	x
Cc1ccc(S(=O)(=O)NCCN=Cc2ccc(N(C)C)cc2)cc1	1	9	-3	-2	-9	2	-1	-8
NS(=O)(=O)c1ccc(S(=O)(=O)N2CCCC(c3ccccc3)C2)cc1 (configuration not stated)	0	-1	1	-3	-2	13	4	12
CCc1cccc(NC(=O)NC2CCCCC2)c1	-1	x	63	x	6	x	10	x
Cc1[nH][nH]c(=O)c1C(c1ccc(O)c([N+](=O)[O-])c1)c1c(C)[nH][nH]c1=O	3	-2	-9	x	-4	22	x	x
Cc1ccc(-n2nc(C)c(NC(=O)COC(=O)c3ccccc3NCCO)c2C)cc1	x	-22	x	-1	7	18	x	-6
CCCC(=O)N1CCC1(C)C(=O)NS(=O)(=O)c1ccc(C(C)(C)C)cc1 (configuration not stated)	-2	7	0	4	-2	26	-3	4
CO[C@H]1CN(C)C(=O)c2cc(NC(=O)C3CC3)ccc2OC[C@@H](C)N(C(=O)Cc2ccccn2)C[C@H]1C	18	4	x	2	-16	8	8	8
COc1ccc(OC)c(NC(=O)COC(=O)c2ccc(S(=O)(=O)N3CCCCC3)cc2)c1	0	4	-3	-8	2	x	-4	-2
Cc1oc(-c2ccccc2)nc1CS(=O)CC(=O)O (configuration not stated)	-2	-21	9	0	3	-8	-10	-9
Cc1ccc[n+](CC(=O)Nc2cccc([N+](=O)[O-])c2)c1	x	3	x	-6	-4	15	x	8
CC(C)CC#Cc1cnc2c(c1)C(=O)N([C@@H](C)CO)C[C@@H](C)[C@H](CN(C)Cc1ccccc1F)O2	2	x	30[16.7 µM]	-3	-1	2	-10	9
O=c1c2cc(Br)ccc2nc(-c2cccc(Cl)c2)n1O	0	30	x	-4	-5	-2	x	20
COc1ccc(N(C(C)=O)c2nc3ccccc3[nH]2)cc1	0	10	x	-2	-1	-2	x	-2
COc1ccc(NC(=O)CN(C)C(=O)CCSc2ccc(F)cc2)cc1	6	20	-3	-2	-2	-4	x	-7
C[C@H](CO)N1C[C@H](C)[C@@H](CN(C)Cc2ccc3c(c2)OCO3)Oc2ccc(NC(=O)c3ccncc3)cc2C1=O	1	-5	0[16.7 µM]	-1	x	10	3	3
CC(C)CC#Cc1cnc2c(c1)C(=O)N([C@H](C)CO)C[C@@H](C)[C@H](CN(C)S(=O)(=O)c1ccccc1)O2	-4	0	-8[16.7 µM]	2	x	5	6	-3
O=C(NCCCN1CCOCC1)C1CCN(S(=O)(=O)c2cccc(Cl)c2Cl)CC1	2	2	x	-3	-1	14	-42	2
O=C(Nc1ccc(-c2ccccc2)cc1)c1ccc2c(c1)S(=O)(=O)c1ccccc1C2=O	-2	-8	x	-5	-21	22	x	-2
O=c1c2ccccc2sc2c(CO)ccc(NCCN3CCCCC3)c12	x	47	x	2	-3	x	x	15
COCCNC(=S)N1CCC(NC(=O)c2ccco2)CC1	x	-17	x	-1	x	7	x	1
C/C(=N\NC(=O)c1ccco1)c1cccc2ccccc12	x	-4	-6	-3	2	-9	7	-16
COc1ccc(NC(=O)CSc2nccn2Cc2ccccc2)c(OC)c1	1	-4	x	9	3	10	x	-5
CNC(=O)C[C@H]1CC[C@H]2[C@H](COc3ccc(NC(=O)C(C)C)cc3C(=O)N2C)O1	-1	-19	-10[16.7 µM]	x	1	7	4	-5
COc1ccc(-c2ccc3c(c2)O[C@H](CN(C)Cc2ccccc2C(=O)O)[C@@H](C)CN([C@H](C)CO)S3(=O)=O)cc1	0	x	12[16.7 µM]	2	-6	-9	2	-10
CS(=O)(=O)N(CC(=O)NCc1ccco1)c1cc(C(F)(F)F)ccc1Cl	0	x	x	4	x	9	-2	12
CCc1cc(C(=O)N2CCCC(CCC(=O)NCc3cccc(OC)c3)C2)no1 (configuration not stated)	x	1	5	0	-10	9	-3	-1
C[C@@H]1CN([C@@H](C)CO)S(=O)(=O)c2ccc(C#Cc3ccccc3)cc2O[C@H]1CN(C)S(=O)(=O)c1cn(C)cn1	47	x	23[16.7 µM]	-1	6	10	-3	-3
COc1ccc(N2C(=O)CC2(/C=C/c2ccccc2OC)C(=O)NC2CCCC2)cc1 (configuration not stated)	-1	21	12	x	0	x	u	x
O=C1CCC(=O)N1CN(C(=O)c1ccco1)c1ccccc1	-1	0	5	x	5	x	8	x

Screens deposited in PubChem BioAssay by Broad Institute.
